TcdB inh – TcdB glycohydrolase inhibition | inhibition, % at 9.99 µM | TcdB glycohydrolase enzymatic assay, plate reader | 350,000 compounds, 0.24% hits | P18177; in the data active means inhibition above about 10%
Target sequence (P18177 whole entry, looked up): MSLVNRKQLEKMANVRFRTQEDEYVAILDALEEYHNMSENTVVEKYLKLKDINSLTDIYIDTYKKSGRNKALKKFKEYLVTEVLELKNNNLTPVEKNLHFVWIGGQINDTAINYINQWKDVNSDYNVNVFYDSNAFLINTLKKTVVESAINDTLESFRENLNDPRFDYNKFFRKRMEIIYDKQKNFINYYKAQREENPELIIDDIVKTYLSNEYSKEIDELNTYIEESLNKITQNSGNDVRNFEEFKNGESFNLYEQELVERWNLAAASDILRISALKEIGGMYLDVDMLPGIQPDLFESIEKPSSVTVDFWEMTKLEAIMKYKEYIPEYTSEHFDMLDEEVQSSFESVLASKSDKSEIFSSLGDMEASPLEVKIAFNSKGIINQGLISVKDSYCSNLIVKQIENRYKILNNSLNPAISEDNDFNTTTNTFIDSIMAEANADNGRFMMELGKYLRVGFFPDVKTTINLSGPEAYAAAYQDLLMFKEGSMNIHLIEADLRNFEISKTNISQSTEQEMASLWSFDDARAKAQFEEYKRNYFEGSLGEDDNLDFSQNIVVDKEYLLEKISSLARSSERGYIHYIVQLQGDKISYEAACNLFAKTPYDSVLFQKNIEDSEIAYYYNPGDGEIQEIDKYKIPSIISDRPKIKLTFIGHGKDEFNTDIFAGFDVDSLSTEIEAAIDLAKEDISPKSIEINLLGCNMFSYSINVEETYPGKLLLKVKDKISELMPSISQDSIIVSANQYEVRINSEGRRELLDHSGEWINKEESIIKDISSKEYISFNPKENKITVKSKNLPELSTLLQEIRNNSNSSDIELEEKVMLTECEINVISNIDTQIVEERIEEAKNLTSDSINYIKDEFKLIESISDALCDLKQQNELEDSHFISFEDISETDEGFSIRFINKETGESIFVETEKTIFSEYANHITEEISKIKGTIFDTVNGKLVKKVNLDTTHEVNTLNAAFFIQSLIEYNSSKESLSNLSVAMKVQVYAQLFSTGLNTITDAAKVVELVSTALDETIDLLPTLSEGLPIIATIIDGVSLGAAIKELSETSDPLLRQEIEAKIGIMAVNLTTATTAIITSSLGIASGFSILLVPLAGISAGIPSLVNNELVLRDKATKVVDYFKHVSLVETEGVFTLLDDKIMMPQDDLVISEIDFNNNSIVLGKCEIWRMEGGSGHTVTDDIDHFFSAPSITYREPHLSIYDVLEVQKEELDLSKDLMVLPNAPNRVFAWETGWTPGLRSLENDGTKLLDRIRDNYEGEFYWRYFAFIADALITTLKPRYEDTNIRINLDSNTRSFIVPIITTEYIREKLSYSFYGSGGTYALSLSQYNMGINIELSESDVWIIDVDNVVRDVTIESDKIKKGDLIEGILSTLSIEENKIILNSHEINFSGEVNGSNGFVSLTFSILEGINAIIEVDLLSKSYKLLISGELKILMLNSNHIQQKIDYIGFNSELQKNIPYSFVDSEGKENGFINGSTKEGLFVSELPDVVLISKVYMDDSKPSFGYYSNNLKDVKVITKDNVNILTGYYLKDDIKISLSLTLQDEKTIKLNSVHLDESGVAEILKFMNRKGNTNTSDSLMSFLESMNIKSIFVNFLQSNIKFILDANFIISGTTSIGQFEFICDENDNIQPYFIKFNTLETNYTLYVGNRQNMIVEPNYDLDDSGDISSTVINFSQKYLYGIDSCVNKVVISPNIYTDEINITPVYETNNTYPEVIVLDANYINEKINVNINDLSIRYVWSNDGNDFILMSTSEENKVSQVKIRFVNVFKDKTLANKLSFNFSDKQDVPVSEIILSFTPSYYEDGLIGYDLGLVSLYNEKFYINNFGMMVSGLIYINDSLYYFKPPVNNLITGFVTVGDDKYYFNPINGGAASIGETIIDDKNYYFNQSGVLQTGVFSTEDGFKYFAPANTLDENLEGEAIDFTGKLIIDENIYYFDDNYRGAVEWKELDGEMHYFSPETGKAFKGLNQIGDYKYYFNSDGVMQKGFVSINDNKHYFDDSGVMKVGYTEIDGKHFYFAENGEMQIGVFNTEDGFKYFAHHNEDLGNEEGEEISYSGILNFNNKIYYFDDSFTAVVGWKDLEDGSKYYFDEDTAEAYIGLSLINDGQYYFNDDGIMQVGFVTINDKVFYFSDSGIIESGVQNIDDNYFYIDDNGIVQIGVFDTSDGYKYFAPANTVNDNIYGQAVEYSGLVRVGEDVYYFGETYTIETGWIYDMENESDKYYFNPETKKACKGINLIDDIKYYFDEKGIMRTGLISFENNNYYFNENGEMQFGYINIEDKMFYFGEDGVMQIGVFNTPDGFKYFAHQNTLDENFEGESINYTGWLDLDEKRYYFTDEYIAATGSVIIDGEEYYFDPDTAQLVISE
An asterisk follows results filed as active. These rows are one share of the data (hit frequency here may not be typical).

cpd | Molecule | TcdB inh
1 | CO[C@H]1CN(C)C(=O)c2cc(NC(=O)Nc3ccc4c(c3)OCO4)ccc2OC[C@H](C)NC[C@@H]1C | -0.1
2 | CO[C@@H]1CN(C)C(=O)c2ccc(NS(C)(=O)=O)cc2OC[C@@H](C)N(CCC(F)(F)F)C[C@@H]1C | -2.4
3 | Cc1noc(C)c1S(=O)(=O)Nc1cccc2c1O[C@@H](CN(C)Cc1ccc(C(=O)Nc3ccccc3N)cc1)[C@@H](C)CN([C@H](C)CO)C2=O | -3.1
4 | C[C@@H]1CCCCO[C@H](CN(C)Cc2ccccc2)[C@@H](C)CN([C@H](C)CO)C(=O)c2cc(NC(=O)c3ccncc3)ccc2O1 | 0.7
5 | Cc1ccc(NC(=O)Nc2ccc3c(c2)C(=O)N(C)[C@@H]2CC[C@H](CC(=O)O)O[C@H]2CO3)cc1 | 2.7
6 | COc1ccc(S(=O)(=O)Nc2ccc3c(c2)C(=O)N([C@@H](C)CO)C[C@H](C)[C@@H](CN(C)C(=O)C2CCCCC2)OCCCC[C@@H](C)O3)cc1 | 2.0
7 | CN1CCN(C(=O)C[C@@H]2CC[C@H]3[C@@H](COC[C@@H](O)CN3C(=O)c3ccc(F)cc3)O2)CC1 | 0.1
8 | COCC(=O)N1CC2(C1)CN(S(C)(=O)=O)[C@@H](CO)c1c2c2ccc(OC)cc2n1C | -0.6
9 | O=C(CN1CCOCC1)NCC[C@H]1CC[C@@H](NC(=O)c2ccc3c(c2)OCO3)[C@H](CO)O1 | -0.3
10 | COCC(=O)Nc1ccc2c(c1)C(=O)N(C)C[C@H](OC)[C@H](C)CN(C(=O)C1CCCC1)[C@@H](C)CO2 | -0.9
11 | C/C=C/c1ccc2c(c1)[C@@H]1[C@@H](CCN1C(=O)Cc1cccnc1)[C@H](CO)N2C | -2.7
12 | C[C@@H]1CN([C@@H](C)CO)C(=O)Cc2cc(NS(=O)(=O)c3cn(C)cn3)ccc2O[C@@H]1CN(C)S(=O)(=O)c1cccs1 | -3.5
13 | CN(C)C(=O)c1cccc(-c2ccc([C@@H]3[C@@H](C#N)N(C(=O)C4CC4)[C@@H]3CO)cc2)c1 | -0.2
14 | C[C@@H]1CN([C@@H](C)CO)C(=O)Cc2cc(NS(=O)(=O)c3ccc(Cl)cc3)ccc2O[C@H]1CN(C)Cc1ccc(C(=O)Nc2ccccc2N)cc1 | -8.1
15 | COc1ccccc1-c1ccccc1[C@@H]1[C@H](C#N)N(C(=O)CN(C)C)[C@H]1CO | -0.4
16 | C[C@@H]1CN([C@@H](C)CO)C(=O)CCCn2cc(nn2)CO[C@H]1CN(C)S(=O)(=O)c1ccc(F)cc1 | 0.0
17 | CN1CCN(C(=O)C[C@H]2C[C@H]3c4cc(NS(C)(=O)=O)ccc4O[C@H]3[C@H](CO)O2)CC1 | 0.8
18 | COc1ccc(S(=O)(=O)N(C)C[C@@H]2Oc3ccc(NC(=O)Nc4c(C)noc4C)cc3CC(=O)N([C@@H](C)CO)C[C@H]2C)cc1 | 0.2
19 | C[C@H]1CN([C@@H](C)CO)C(=O)c2cc(C#CC3CCCCC3)cnc2O[C@@H]1CN(C)S(C)(=O)=O | -4.3
20 | Cc1cc(C(=O)Nc2cccc3c2O[C@H](CN(C)S(=O)(=O)c2ccc(Cl)cc2)[C@H](C)CN([C@@H](C)CO)C3=O)n(C)n1 | -0.7
21 | O=C(CN1CCOCC1)N1CCCCN2[C@@H](CO)[C@H](c3ccc(/C=C/c4ccccc4)cc3)[C@@H]2C1 | 2.5
22 | CCCNC(=O)N[C@H]1CC[C@H](CCn2cc(C3CC3)nn2)O[C@H]1CO | -0.1
23 | COc1ccc(NC(=O)N(C)C[C@@H]2OCCCC[C@H](C)Oc3ccc(NS(=O)(=O)c4ccc(C)cc4)cc3C(=O)N([C@H](C)CO)C[C@H]2C)cc1 | -4.4
24 | C[C@@H]1CN([C@H](C)CO)C(=O)c2cc(-c3cncnc3)cnc2O[C@@H]1CN(C)C(=O)c1cccc(F)c1 | 0.4
25 | CC(C)NC(=O)Nc1cccc2c1O[C@@H](CN(C)C)[C@@H](C)CN([C@@H](C)CO)C2=O | -1.0
26 | C[C@@H]1CN([C@H](C)CO)C(=O)c2cc(NS(=O)(=O)c3ccc(Cl)cc3)ccc2O[C@@H](C)CCCCO[C@H]1CN(C)C(=O)Nc1ccccc1 | 0.6
27 | O=C(C[C@@H]1C=C[C@@H](NC(=O)c2cccnc2)[C@@H](CO)O1)NCc1ccc(Cl)c(Cl)c1 | -1.0
28 | C[C@@H]1CN([C@H](C)CO)C(=O)Cc2cc(NC(=O)CCCCCC(=O)Nc3ccccc3N)ccc2O[C@@H]1CN(C)Cc1ccncc1 | -0.8
29 | COC(=O)C[C@@H]1CC[C@@H]2NC[C@@H](O)COC[C@H]2O1 | -1.8
30 | C[C@H]1CN([C@@H](C)CO)C(=O)c2cc(Br)cnc2O[C@H]1CN(C)Cc1ccc2c(c1)OCO2 | -1.1
31 | N#C[C@@H]1[C@@H](c2ccccc2)[C@@H](CO)N1S(=O)(=O)c1ccc(F)cc1 | -1.0
32 | O=C(C[C@@H]1CC[C@@H](NC(=O)C2CCC2)[C@@H](CO)O1)NC1CCCCC1 | -0.1
33 | CCCNC(=O)N(C)C[C@@H]1Oc2cc(C#CCOC)ccc2S(=O)(=O)N([C@@H](C)CO)C[C@H]1C | 1.4
34 | CC(C)CC#Cc1cnc2c(c1)C(=O)N([C@@H](C)CO)C[C@@H](C)[C@@H](CN(C)S(=O)(=O)c1ccccc1)O2 | 0.9
35 | C[C@@H]1CN([C@H](C)CO)C(=O)c2cc(NC(=O)Cc3ccccc3)ccc2O[C@@H](C)CCCCO[C@H]1CN(C)C(=O)Nc1cccc2ccccc12 | -4.4
36 | Cc1ccc(S(=O)(=O)N(C)C[C@H]2OCCCC[C@H](C)Oc3ccc(NS(=O)(=O)c4c(C)noc4C)cc3C(=O)N([C@@H](C)CO)C[C@H]2C)cc1 | -0.6
37 | CO[C@H](CN(C)Cc1nccs1)[C@H](C)CN([C@@H](C)CO)S(=O)(=O)c1ccc(C)cc1 | -0.7
38 | C[C@H](CO)N1C[C@H](C)[C@H](CN(C)Cc2ccc(C(=O)O)cc2)Oc2ccc(NC(=O)CCC(F)(F)F)cc2C1=O | 0.0
39 | COc1ccc(CN(C)C[C@H]2Oc3ccc(NS(=O)(=O)c4ccc(F)cc4)cc3C(=O)N([C@@H](C)CO)C[C@H]2C)cc1 | 0.9
40 | COc1ccc(S(=O)(=O)Nc2ccc3c(c2)CC(=O)N([C@H](C)CO)C[C@@H](C)[C@@H](CN(C)S(C)(=O)=O)O3)cc1 | 0.1
41 | O=C(C[C@@H]1CC[C@@H](NC(=O)c2ccncc2)[C@@H](CO)O1)NCc1ccncn1 | 1.6
42 | O=C(Nc1ccc(F)cc1)N1CCCCN2[C@H](CO)[C@@H](c3ccc(C#Cc4ccccn4)cc3)[C@H]2C1 | 1.6
43 | O=C(C[C@@H]1CC[C@@H]2[C@H](COC[C@@H](O)CN2C(=O)Cc2ccccc2)O1)NC1CCC1 | -13
44 | C[C@@H]1CN([C@H](C)CO)C(=O)Cc2cc(NC(=O)Nc3ccccc3)ccc2O[C@H]1CN(C)S(=O)(=O)c1ccccc1 | 0.5
45 | CC(C)NC(=O)N(C)C[C@H]1Oc2ccc(NC(=O)Nc3ccccc3)cc2C(=O)N([C@H](C)CO)C[C@H]1C | -0.3
46 | COc1cccc(-c2ccc([C@H]3[C@H](CO)N4CCCCN(S(=O)(=O)c5cccs5)C[C@@H]34)cc2)c1 | 0.1
47 | C[C@@H]1CN([C@H](C)CO)C(=O)CCCn2nncc2CO[C@@H]1CN(C)Cc1ccc2c(c1)OCCN2C | 0.5
48 | COc1ccc2c3c(n(C)c2c1)[C@@H](CO)N(C(=O)c1cccc(F)c1)CC31CCN(C(=O)c2cccc(F)c2)CC1 | 0.2
49 | O=C([C@@H]1[C@@H](CO)[C@@H]2Cn3c(ccc(-c4ccncc4)c3=O)[C@@H]2N1CCC(F)(F)F)N1CCOCC1 | 0.9
50 | CCCN(C)C[C@@H]1Oc2ncc(-c3cccc(C#N)c3)cc2C(=O)N([C@H](C)CO)C[C@@H]1C | 0.1

New compounds follow.
cpd | Molecule | TcdB inh
51 | C[C@H]1CN([C@@H](C)CO)C(=O)c2cc(Br)cnc2O[C@@H]1CN(C)C(=O)Nc1ccccc1 | 2.0
52 | CCC(=O)Nc1ccc2c(c1)C(=O)N(C)[C@@H]1CC[C@H](CC(=O)NCC3CCCCC3)O[C@@H]1CO2 | -0.9
53 | CC(C)NC(=O)Nc1ccc2c(c1)C(=O)N([C@H](C)CO)C[C@@H](C)[C@@H](CN(C)S(=O)(=O)c1ccc(Cl)cc1)OCCCC[C@H](C)O2 | 0.6
54 | C[C@@H]1CCCCO[C@H](CN(C)S(=O)(=O)c2cccs2)[C@@H](C)CN([C@@H](C)CO)C(=O)c2cc(NC(=O)Nc3ccccc3)ccc2O1 | 0.4
55 | Cc1ccc(S(=O)(=O)N(C)C[C@H]2OCCCC[C@H](C)Oc3ccc(NC(=O)Nc4ccc5c(c4)OCO5)cc3C(=O)N([C@@H](C)CO)C[C@H]2C)cc1 | 1.5
56 | CC=Cc1ccc2n(c1=O)C[C@@H]1[C@@H](CO)[C@H](C(=O)N[C@H](C)c3ccccc3)N(C)[C@H]21 (mixture of isomers) | -0.2
57 | Cc1noc(C)c1NC(=O)N(C)C[C@H]1OCCCC[C@H](C)Oc2ccc(N(C)C)cc2C(=O)N([C@H](C)CO)C[C@@H]1C | -9.5
58 | CS(=O)(=O)N1CC(=O)N2[C@H](C1)[C@@H](c1ccc(C#CCc3ccccc3)cc1)[C@@H]2CO | -6.6
59 | C[C@H]1CN([C@@H](C)CO)S(=O)(=O)c2ccc(C3=CCCC3)cc2O[C@H]1CN(C)Cc1ccccn1 | -1.1
60 | COc1ccc2c3c(n(C)c2c1)[C@H](CO)N(C(=O)NC(C)C)CC31CCN(Cc2nccs2)CC1 | -0.1
61 | CCC(=O)N1[C@@H]2Cn3c(cccc3=O)[C@H]1[C@@H](C(=O)N1CCCCC1)[C@@H]2CO | 1.2
62 | O=C(C[C@H]1CC[C@H](NC(=O)Cc2cccnc2)[C@H](CO)O1)Nc1ccc(-c2ccccc2)cc1 | 0.5
63 | O=C(NCC[C@H]1CC[C@H](NC(=O)Nc2cc(F)ccc2F)[C@@H](CO)O1)Nc1ccc(F)cc1 | 0.3
64 | Cc1noc(C)c1NC(=O)N(C)C[C@H]1Oc2ccc(NS(=O)(=O)c3cn(C)cn3)cc2C(=O)N([C@@H](C)CO)C[C@@H]1C | -0.2
65 | COc1ccc(NC(=O)N(C)C[C@@H]2Oc3ncc(C4=CCCC4)cc3C(=O)N([C@H](C)CO)C[C@H]2C)cc1 | 1.1
66 | COCC(=O)Nc1ccc2c(c1)C(=O)N(C)[C@@H]1CC[C@H](CC(=O)NCc3ccccc3F)O[C@@H]1CO2 | -1.8
67 | COc1ccc(-c2ccc([C@H]3[C@@H](CO)N4CCCCN(C(=O)Cc5ccccc5)C[C@@H]34)cc2)cc1 | 1.0
68 | Cc1noc(C)c1NC(=O)Nc1ccc2c(c1)C(=O)N([C@@H](C)CO)C[C@H](C)[C@@H](CN(C)S(=O)(=O)c1cccs1)OCCCC[C@@H](C)O2 | -0.2
69 | CNC[C@@H]1OCCCC[C@H](C)Oc2ccc(NS(=O)(=O)c3cccs3)cc2C(=O)N([C@H](C)CO)C[C@@H]1C | -1.4
70 | COc1ccc(S(=O)(=O)Nc2ccc3c(c2)C(=O)N([C@H](C)CO)C[C@H](C)[C@@H](CN(C)C(=O)Cc2ccccc2)OCCCC[C@@H](C)O3)cc1 | 0.6
71 | Cc1noc(C)c1S(=O)(=O)Nc1ccc2c(c1)C(=O)N([C@@H](C)CO)C[C@@H](C)[C@@H](CN(C)C(=O)C1CCCCC1)OCCCC[C@@H](C)O2 | 0.9
72 | C[C@@H]1CCCCO[C@H](CN(C)Cc2ccc(C(=O)O)cc2)[C@H](C)CN([C@H](C)CO)C(=O)c2cc(NC(=O)C3CCCCC3)ccc2O1 | -0.8
73 | Cc1noc(C)c1S(=O)(=O)Nc1ccc2c(c1)C(=O)N([C@@H](C)CO)C[C@@H](C)[C@@H](CN(C)C(=O)c1ccncc1)OCCCC[C@@H](C)O2 | -0.1
74 | CC(C)NC(=O)Nc1ccc2c(c1)C(=O)N([C@@H](C)CO)C[C@H](C)[C@H](CN(C)S(=O)(=O)c1ccc(F)cc1)OCCCC[C@H](C)O2 | 0.8
75 | CC(C)CC#Cc1ccc2c(c1)O[C@H](CN(C)Cc1ccccc1F)[C@@H](C)CN([C@H](C)CO)S2(=O)=O | -1.4

Overlap with the part before: seven entries, then new ones.
cpd | Molecule | TcdB inh
69 | CNC[C@@H]1OCCCC[C@H](C)Oc2ccc(NS(=O)(=O)c3cccs3)cc2C(=O)N([C@H](C)CO)C[C@@H]1C | -1.4
70 | COc1ccc(S(=O)(=O)Nc2ccc3c(c2)C(=O)N([C@H](C)CO)C[C@H](C)[C@@H](CN(C)C(=O)Cc2ccccc2)OCCCC[C@@H](C)O3)cc1 | 0.6
71 | Cc1noc(C)c1S(=O)(=O)Nc1ccc2c(c1)C(=O)N([C@@H](C)CO)C[C@@H](C)[C@@H](CN(C)C(=O)C1CCCCC1)OCCCC[C@@H](C)O2 | 0.9
72 | C[C@@H]1CCCCO[C@H](CN(C)Cc2ccc(C(=O)O)cc2)[C@H](C)CN([C@H](C)CO)C(=O)c2cc(NC(=O)C3CCCCC3)ccc2O1 | -0.8
73 | Cc1noc(C)c1S(=O)(=O)Nc1ccc2c(c1)C(=O)N([C@@H](C)CO)C[C@@H](C)[C@@H](CN(C)C(=O)c1ccncc1)OCCCC[C@@H](C)O2 | -0.1
74 | CC(C)NC(=O)Nc1ccc2c(c1)C(=O)N([C@@H](C)CO)C[C@H](C)[C@H](CN(C)S(=O)(=O)c1ccc(F)cc1)OCCCC[C@H](C)O2 | 0.8
75 | CC(C)CC#Cc1ccc2c(c1)O[C@H](CN(C)Cc1ccccc1F)[C@@H](C)CN([C@H](C)CO)S2(=O)=O | -1.4
76 | O=C(C1=C[C@@H](c2ccc(C(F)(F)F)cc2)C[C@@H](OCc2ccc(CO)cc2)O1)N1CCCCCCC1 | -0.5
77 | C[C@@H]1CCCCO[C@@H](CN(C)C(=O)CCCN(C)C)[C@@H](C)CN([C@@H](C)CO)C(=O)c2cc(NS(=O)(=O)c3ccc(F)cc3)ccc2O1 | 2.1
78 | O=C(Cc1ccccc1)N1CC2(C1)[C@H](c1ccccc1)[C@H](CO)N2S(=O)(=O)Cc1ccccc1 | -1.1
79 | C[C@H](CO)N1C[C@H](C)[C@H](CN(C)CC2CC2)Oc2ccc(NS(=O)(=O)c3ccccc3)cc2C1=O | -0.4

Source: PubChem (Broad Institute)
